# Growth percent in the NCI-60 one-dose screen (48 h, 10 µM unless noted): 100 = growth as untreated, 0 = no growth, -100 = all killed.
# A549/ATCC: A549/ATCC NSCLC. 81,000 tested, 3.7% active. AID 1794740
# MDA-MB-435: MDA-MB-435 melanoma; 82,000 tested, 7.8% active
# HOP-62: HOP-62 NSCLC; 80,000 tested, 3.9% active; AID 1794735
# EKVX: EKVX NSCLC; AID 1794765; 71,000 tested, 3% active
# CCRF-CEM: CCRF-CEM leukemia; AID 1794778; 77,000 tested, 7% active
# RPMI-8226: RPMI-8226 leukemia cells. 77,000 tested, 7.5% active
# HOP-92: HOP-92 NSCLC cells; AID 1794738; 71,000 tested, 6.3% active
# M14: M14 melanoma. 80,000 tested, 6.2% active. AID 1794745
# The depositor's hits bear a star; nt = not tested or not shown; & = joins results of further samples; ! = a repeat was not active. Rule for the calls: active = growth percent below 10; inactive = the rest.
SMILES	RPMI-8226	EKVX	M14	A549/ATCC	HOP-92	HOP-62	CCRF-CEM	MDA-MB-435
O=S(=O)(NCCCNc1cc(-c2cn(-c3ccccc3)nc2-c2ccccc2)ccn1)c1ccc(Br)cc1	54	55	64	55	25	94	61	64
O=S(=O)(O)c1ccc2c(c1)Sc1cc(S(=O)(=O)O)ccc1O2	101	90	107	100	98	nt	107	93
COc1cc(/C=N/n2cnc3oc(-c4ccccc4)cc3c2=N)cc(CN2CCCCC2)c1O	-30*	-23*	-83*	-69*	86	-39*	-6.9*	-92*
CC(=O)C1=C(C)NC(NN)=NC1c1ccc(Cl)cc1 (stereo not drawn)	107	92	103	103	121	110	112	103
Cc1[nH]n(-c2ccc(S(=O)(=O)O)cc2)c(=O)c1N=Nc1ccccc1	98	nt	121	101	nt	nt	nt	102
O=C1C(Cl)=C(Oc2ccccc2)C(=O)c2ccccc21	35	87	96	100	73	86	9.0*	108
Cc1ccc(F)c(C)c1NS(=O)(=O)c1c(C(=O)Nc2cccc(C#N)c2)c(C)n(C)c1C	96	99	96	79	92	84	99	104
COc1ccc(NC(=S)N2CCN(c3nc(-c4ccc(C)cc4)nc4ccccc34)CC2)cc1	nt	85	95	78	74	81	81	91

# Four of the compounds above, with each value named:
smiles: COc1ccc(NC(=S)N2CCN(c3nc(-c4ccc(C)cc4)nc4ccccc34)CC2)cc1
- RPMI-8226 = nt
- EKVX = 85
- M14 = 95
- A549/ATCC = 78
- HOP-92 = 74
- HOP-62 = 81
- CCRF-CEM = 81
- MDA-MB-435 = 91

smiles: Cc1[nH]n(-c2ccc(S(=O)(=O)O)cc2)c(=O)c1N=Nc1ccccc1
- RPMI-8226 = 98
- EKVX = nt
- M14 = 121
- A549/ATCC = 101
- HOP-92 = nt
- HOP-62 = nt
- CCRF-CEM = nt
- MDA-MB-435 = 102

smiles: O=C1C(Cl)=C(Oc2ccccc2)C(=O)c2ccccc21
- RPMI-8226 = 35
- EKVX = 87
- M14 = 96
- A549/ATCC = 100
- HOP-92 = 73
- HOP-62 = 86
- CCRF-CEM = 9.0*
- MDA-MB-435 = 108

smiles: CC(=O)C1=C(C)NC(NN)=NC1c1ccc(Cl)cc1 (stereo not drawn)
- RPMI-8226 = 107
- EKVX = 92
- M14 = 103
- A549/ATCC = 103
- HOP-92 = 121
- HOP-62 = 110
- CCRF-CEM = 112
- MDA-MB-435 = 103

# (cont.)
SMILES	RPMI-8226	EKVX	M14	A549/ATCC	HOP-92	HOP-62	CCRF-CEM	MDA-MB-435
CCOC(=O)c1nc(Nc2ccc(NC(=O)Nc3cccc(F)c3)cc2)c2ccccc2n1	98	105	99	102	116	104	106	102
O=C1c2cccc3cccc(c23)C(=O)N1N1C(=O)c2cccc3c(Br)ccc(c23)C1=O	98	98	94	102	88	95	111	101
c1csc(C2=N[C@@H](c3cccs3)[C@@H](c3cccs3)N2)c1	90	88	94	108	94	113	nt	82
CC(Nc1ccc(Br)cc1[N+](=O)[O-])C(=O)O (stereo not drawn)	106	nt	109	98	111	102	109	100
COc1ccc(/C=C/C(=O)c2c(N)n(C)c(=O)n(C)c2=O)cc1	100	nt	nt	104	nt	102	nt	99
O=[N+]([O-])c1ccccc1N=NNc1ccccc1	88	81&71	90&103	92&90	71	95&99	97&92	101&105
O=C(O)c1ccccc1C(=O)c1ccc(O)cc1	nt	96	106	104	111	96	nt	108
CCCCCCCCCCCCSC1=CC(=O)C=CC1=O	-8.2*	nt	89	92	24	82	-10*	102

# Additional entries follow:
SMILES	RPMI-8226	EKVX	M14	A549/ATCC	HOP-92	HOP-62	CCRF-CEM	MDA-MB-435
O=C(NCc1ccc(Cl)cc1Cl)C1CCC(=O)N1c1cscn1 (stereo not drawn)	100	97	103	87	87	92	109	101
NC(=O)c1c(NC(=O)COC(=O)Cc2ccccc2F)sc2c1CCC2	130	101	105	103	89	115	108	105
COc1cc(C2CC(c3cccc(Nc4ccncc4)c3)=NN2c2ccccc2)cc(OC)c1OC (stereo not drawn)	7.3*	71	59	45	28	60	6.7*	-73*
O=C(NN1C(=O)/C(=C/c2cccs2)SC1=S)c1ccc(O)cc1	nt	105	98	101	102	105	94	101
COC(=O)[C@H](Cc1ccccc1)n1cc(COC(=O)c2cccc3c(=O)c4ccccc4[nH]c23)nn1	89	92	94	97	76	93	68	95
CNc1cccc(C)c1	112	107	101	105	100	nt	110	108
COC(=O)c1ccc(COc2ccc([N+](=O)[O-])cc2Cl)cc1	106	97	106	98	82	100	95	93
COc1cc(-c2cc(-c3ccc(Nc4nc(Nc5ccc(Cl)cc5)nc(Nc5ccc(Cl)cc5)n4)cc3)no2)cc(OC)c1OC	7.6*	67	68	67	38	70	-5.9*	72

# Continuation.
SMILES	RPMI-8226	EKVX	M14	A549/ATCC	HOP-92	HOP-62	CCRF-CEM	MDA-MB-435
CNC(=O)c1cc(-n2ccc3cc(NC(=O)c4ccc(Cl)c(C(F)(F)F)c4)ccc32)ccn1	nt	99	101	87	92	82	96	100
Oc1cccc(CNC2CCCCC2)c1	104	115	100	101	98	111	107	105
CC(=O)OCC1OC(OC(C)=O)C(NC(=O)NS(=O)(=O)c2ccc(C)cc2)C(OC(C)=O)C1OC(C)=O (stereo not drawn)	108	105	101	99	98	100	98	99
CN1CCN(c2ccc3c4c(cccc24)C(=O)N(c2cccc(-c4nn(-c5ccccc5)cc4-c4nc5ccccc5s4)c2)C3=O)CC1	43	107	91	98	72	114	60	95
O=C(Nc1c(Cl)cccc1Cl)OCc1ccc2c(c1)OCO2	87	nt	103	101	nt	118	nt	95
COc1cc(C(=O)/C=C/c2cn(Cc3ccc(Cl)cc3)c3ccccc23)cc(OC)c1OC	58	68	97	69	73	81	75	66
COc1ccc(C2CC(c3cccs3)=NN2c2ccc(S(=O)(=O)NC(=O)Nc3ccc(C)cc3)cc2)cc1 (stereo not drawn)	83	nt	58	102	85	77	88	62
CC(=O)c1cc2ccccc2c2ccccc12	102	106	109	99	112	103	103	87

# Further compounds.
SMILES	RPMI-8226	EKVX	M14	A549/ATCC	HOP-92	HOP-62	CCRF-CEM	MDA-MB-435
CC(C)(Cc1ccc(Cl)cc1)NC(N)=O	100	nt	105	94	nt	146	95	100
Nc1ccc2c(O)cc(S(=O)(=O)O)cc2c1	85	110&102	99	92&105	81	92&86	75	113&104
CCOC(=O)CC/C(C)=N\NC(N)=O	104	90	102	67	92	82	100	106
O=C(Nc1cccc(-c2nc3ccccc3[nH]2)c1)c1cccc(NC(=O)c2ccco2)c1	69	nt	3.8*	83	39	73	68	-1.7*
CN1CCN(c2ccc(C(=O)Nc3cccc(-c4cn(-c5ccc(S(N)(=O)=O)cc5)nn4)c3)cc2C(F)(F)F)CC1	11	90	82	91	56	86	71	78
O=[N+]([O-])c1ccc(NS(=O)(=O)c2ccccc2)cc1	86	97	98	100	52	91	94	107
O=C(Nc1ccccc1)Nc1cc2ccccc2c2ccccc12	91	90	112	115	93	99	97	105
Nc1ccc2cc(S(=O)(=O)O)cc(S(=O)(=O)O)c2c1N=Nc1ccc(S(=O)(=O)O)cc1	107	100	104	88	113	108	111	113

# (continued)
SMILES	RPMI-8226	EKVX	M14	A549/ATCC	HOP-92	HOP-62	CCRF-CEM	MDA-MB-435
O=[N+]([O-])c1cccc2cc(Br)cnc12	93	104	nt	105	101	99	90	115
COc1cc(C2CC(C3C(=O)N(C)C(=O)N(C)C3=O)=NN2c2ccc(Cl)cc2)cc(OC)c1OC (stereo not drawn)	100	82	87	108	77	93	100	102
CCN(C(=O)C(Cl)Cl)c1ccccc1	100	102	98	103	nt	93	103	117
O=C(Nc1ncc(Cc2ccccc2Cl)s1)c1ccc2nnsc2c1	80	91	81	82	70	79	72	90
Cc1cc(O)c2cc3c(O)c(O)ccc3cc2c1	115	106	128	117	nt	120	118	123
CCCCCCC1(c2cccnc2)NC(=O)NC1=O (stereo not drawn)	102	nt	110	71	100	112	95	nt
c1ccc(-c2nn[nH]n2)nc1	108	112	101	88	104	104	108	112
C[N+](C)(CCCCCC[N+](C)(C)CC(=O)NC(N)=O)CC(=O)NC(N)=O	90	95	96	101	98	69	97	105

# (next part)
SMILES	RPMI-8226	EKVX	M14	A549/ATCC	HOP-92	HOP-62	CCRF-CEM	MDA-MB-435
CC(C)c1ccc(OCCCCCCOc2cccc(/C=C3\N=C4SCCCN4C3=O)c2)cc1	44	85	89	95	99	97	79	91
O=C(Nc1nonc1-c1nc2ccccc2n1Cc1ccncc1)c1ccncc1	99	nt	109	92	82	98	104	96
COc1ccc(NC(=O)c2cc(-c3cccc(Cl)c3)no2)cc1	98	108	99	86	113	106	84	99
Oc1c(Cl)cc(Cl)c2ccc(Cn3cc(-c4ccc(C(F)(F)F)cc4)nn3)nc12	0.8*	81	56	96	41	99	6.1*	60
COc1ccc(/C=C/C(=O)c2ccc(NC(=O)CSc3nnc(-c4cc(-c5ccccc5)nc5ccccc45)n3-c3ccccc3)cc2)cc1	97	98	99	98	85	97	88	98
Cc1nn(-c2ccccc2)cc1/C=C/C(=O)c1ccc(-c2cc3ccccc3oc2=O)nc1C	99	97	103	102	109	95	103	94
Cc1ccc(C(=O)C2=Cc3cccn3Cc3cnnn32)cc1	99	102	93	109	63	83	103	104
CC(O)CNC1c2ccccc2CC1O (stereo not drawn)	92&109	98&95	109&104	95	77&88	118	93&107	98&111

# A draw from above in order of length of the SMILES, rising:
SMILES	RPMI-8226	EKVX	M14	A549/ATCC	HOP-92	HOP-62	CCRF-CEM	MDA-MB-435
CC(O)CNC1c2ccccc2CC1O (stereo not drawn)	92&109	98&95	109&104	95	77&88	118	93&107	98&111
O=C(Nc1nonc1-c1nc2ccccc2n1Cc1ccncc1)c1ccncc1	99	nt	109	92	82	98	104	96
CC(C)c1ccc(OCCCCCCOc2cccc(/C=C3\N=C4SCCCN4C3=O)c2)cc1	44	85	89	95	99	97	79	91
Oc1c(Cl)cc(Cl)c2ccc(Cn3cc(-c4ccc(C(F)(F)F)cc4)nn3)nc12	0.8*	81	56	96	41	99	6.1*	60

# Following part
SMILES	RPMI-8226	EKVX	M14	A549/ATCC	HOP-92	HOP-62	CCRF-CEM	MDA-MB-435
Cc1ccc(C)c(Oc2c(-c3nc4ccc(C(=O)O)cc4[nH]3)c(C)nn2-c2ccccc2)c1	86	108	99	94	92	90	116	103
CC/C(=C(/c1ccc(Cl)cc1)c1ccc(OCCN(CC)CC)cc1)c1ccc(Cl)cc1	53	66	90	71	90	84	57	82
O=C1c2c(c3c4ccc(Br)cc4oc3c3[nH]c4ccccc4c23)C(=O)N1O	3.9*	67	31	64	-2.8*	29	11	19
Cc1nn(-c2ccc(Cl)cc2)c2ncnc(N/N=C/c3cccc([N+](=O)[O-])c3)c12	66	84	nt	104	20	107	21	97
C=CC(=O)N1CCN(c2cccc(Oc3nccc(Nc4nnc(-c5ccc(Cl)cc5)s4)n3)c2)CC1	44	69	100	94	40	122	59	93
COc1cccc(-c2cc(C(=O)O)c3cc4ccccc4cc3n2)c1OC	99	nt	98	106	88	107	107	106
OC[C@H]1OC([S-])[C@H](O)[C@@H](O)[C@@H]1O.[Au+] (stereo partly drawn)	81	106	82	96	76	nt	61	83
N=C(N)c1ccc(-c2ccc(-c3ccccc3)o2)o1	9.6*	52	14	26	24	47	15	-33*

# New compounds follow:
SMILES	RPMI-8226	EKVX	M14	A549/ATCC	HOP-92	HOP-62	CCRF-CEM	MDA-MB-435
COc1ccc(OC)c(/C=N/NC(=O)c2ccc3nc(-c4ccc(Cl)cc4)[nH]c3c2)c1	38	58	69	91	63	82	44	86
COc1ccc(-c2nc3sccn3c2-c2ccnc(NCCCNS(=O)(=O)c3ccc(C)cc3)n2)cc1	23	nt	23	39	68	86	19	23
COC(=O)C1=Nc2cc(OC)cc(OC)c2/C1=C\c1sc(N2N=C(c3ccccc3)CC2c2ccc(N(C)C)cc2)nc1O (stereo not drawn)	107	94	98	100	103	94	107	107
Cc1ccccc1NP1(=O)OCCCN1Cc1ccccc1Cl (stereo not drawn)	91	108	105	103	91	105	80	98
COc1ccc2sc3cccc(NCCN(C)C)c3c(=O)c2c1	-6.7*!	26	-85*!	-23*!	-9.0*!	-70*!	21	-87*!
O=c1[nH][nH]c(=O)c2ccccc12	98	nt	114	100	92	nt	97	100
COc1ccc(/C(C#N)=C/c2nc3c(N4CCOCC4)nc(Cl)nc3n2C)cc1OC	-7.2*	20	-49*	21	-12*	25	12	-65*
OC1CSSC1Cn1cnc2c(Nc3ccc(OCc4cccc(F)c4)c(Cl)c3)ncnc21 (stereo not drawn)	-38*	-72*	-81*	3.0*	139	-27*	-8.3*	-77*

# (further entries)
SMILES	RPMI-8226	EKVX	M14	A549/ATCC	HOP-92	HOP-62	CCRF-CEM	MDA-MB-435
CC1(C)CC[C@]2(CO)CC[C@]3(C)C(=CC[C@@H]4[C@@]5(C)Cc6c([nH]c7ccccc67)C(C)(C)[C@@H]5CC[C@]43C)[C@@H]2C1	83	87	102	65	128	102	73	97
CS(=O)(=O)c1ccc(C(=O)N/N=C/c2ccc(Cl)c(Cl)c2)cc1	92	93	96	80	nt	96	92	99
S=c1c2ncccc2c(-c2ccccn2)nn1Cc1ccccc1	34	48	60	35	70	61	25	68
CCCOc1ccc(OCC(=O)c2ccccc2)cc1	97	100	109	104	69	102	95	103
COc1ccc(C(O)c2ccccc2C(O)c2ccc(OC)cc2)cc1 (stereo not drawn)	107	111	108	73	102	108	106	109
COc1ccc(-c2nc(-c3ccc(F)cc3)cn3ccnc23)cc1	88	nt	92	77	78	70	89	93
